Source: PubChem
GAA inh: alpha-glucosidase (human) inhibition; purified human GAA, 4-MU-alpha-glucoside fluorescence; 200,000 compounds, 0.005% hits; AID 1466; Potency, µM (top dose mostly 76.9 µM), inactives show at the top dose activity change, negative = inhibition, most hits filed as inhibitors;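 also: plate controls were uninhibited enzyme wells for no effect and no-enzyme background for full effect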
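Endpoint fluorogenic read: 20 min room-temperature reaction of 4 nM human alpha-glucosidase with 400 uM 4-methylumbelliferyl-alpha-D-pyranoside, pH 5.0, quenched with 1M NaOH/1M glycine pH 10. AC50 from Hill modeling.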
GAA spleen mod: inhibitors or activators of human alpha-glucosidase in spleen homogenate | P10253 | human spleen homogenate, 4-MU-alpha-glucoside fluorescence | Potency, µM (top dose mostly 79.9 µM), for the others: at the highest dose activity change, negative = inhibition, hits mostly inhibitors | 240,000 compounds, 0.006% hits;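 also: 0% = enzyme with vehicle and -100% = no enzyme basal signal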
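Enzyme source: human spleen homogenate, 1 ug/well. Buffer 50 mM citric acid/K phosphate pH 5.0, 0.01% Tween-20. 4-MU-alpha-glucoside 1 mM; 37 C x 40 min; NaOH/glycine stop; fluorescence.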
GoLoco inh red: blocks human Gai1 binding to RGS12 GoLoco peptide, red readout. Potency, µM (titrated, usually from 61.6 µM), for the others: at the highest dose activity, negative = inhibition, most hits filed as inhibitors. Gai1:RGS12 GoLoco peptide FP, rhodamine, 10 min. 230,000 compounds, 0.44% hits. P63096. AID 880; active = well fitted inhibition curve with a large enough effect, not every such curve was filed as active; inactive = no such curve, though single readings can be large or run the other way; also: % is scaled to controls: 0 for no effect and ±100 for the full control effect; nearly all actives have a fitted effect of over 30% in size; many of its hits are not listed in these tables
Target sequence (P63096 whole entry, looked up): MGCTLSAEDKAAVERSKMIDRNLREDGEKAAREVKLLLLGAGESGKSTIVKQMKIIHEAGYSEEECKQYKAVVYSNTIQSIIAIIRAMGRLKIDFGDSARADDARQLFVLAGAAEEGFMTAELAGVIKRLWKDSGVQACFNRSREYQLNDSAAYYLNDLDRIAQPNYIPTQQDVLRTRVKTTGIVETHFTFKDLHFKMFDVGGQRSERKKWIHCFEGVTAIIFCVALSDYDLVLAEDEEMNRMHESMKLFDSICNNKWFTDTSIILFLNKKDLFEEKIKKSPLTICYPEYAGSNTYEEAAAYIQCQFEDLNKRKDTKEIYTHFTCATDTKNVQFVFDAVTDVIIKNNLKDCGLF
GAA glycogen: inhibitors or activators of human alpha-glucosidase glycogen cleavage | P10253 | recombinant GAA, glycogen substrate, Amplex Red glucose oxidase fluorescence | Potency, µM (doses to about 76.4 µM), inactives show at the highest dose activity change, negative = inhibition, usual class: inhibitors | 300,000 compounds, 0.38% hits | AID 2100;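 also: 0% = full enzyme reaction and -100% = no-enzyme basal signal; the screen sought inhibitors and activators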
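Recombinant enzyme (4 nM final) with compounds titrated up to 77 uM and bovine liver glycogen (30 ug) in citrate pH 5.0, 0.01% Tween-20, 37 C 40 min. Released glucose detected by Amplex Red/glucose oxidase (Ex 573/Em 610); AC50 from Hill fits.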
HttQ103 aggreg: inhibitors of mutant huntingtin aggregate formation in PC12 cells; AID 1688; PC12 HttQ103-GFP aggregates, Acumen cytometry, 40 h; 220,000 compounds, 1.1% hits; Potency, µM (doses to about 46.1 µM), inactives show top-dose activity change, negative = inhibition, usual class: inhibitors; also: % is scaled to controls: 0 for no effect and ±100 for the full control effect; nearly all actives have a fitted effect of over 60% in size
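Inducible Q103 Huntingtin exon 1–GFP PC12 line, 1500 cells/well in phenol red free DMEM with 5% equine and 5% calf serum. Tebufenozide 100 nM induced expression; compounds titrated; aggregates quantified by cytometry.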
HTT cytoprotect: protects HTT-Q103 PC12 cells, measured by ATP. PC12 HTT-Q103 induced, cytoprotection, ATP luminescence, 40 h. Potency, µM (series often up to 56.4 µM), for inactives: cytoprotection (ATP increase), hits mostly activators. AID 1471. 230,000 compounds, 0.14% hits;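 also: % of control where 0% means no effect; nearly all actives have a fitted effect of over 45% in size; toxic huntingtin expression switched on by the ecdysone agonist tebufenozide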
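Cells were plated at 1500 per well in phenol red-free DMEM with 5% equine and 5% calf serum. Tebufenozide (100 nM final) and compounds were added, then ATPlite reagent, and luminescence was read.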
IMPase Li cell: IMPase inhibition in cells with lithium potentiation | CHO-M1 cells, IP1 TR-FRET (IP-One), carbachol + lithium | Potency, µM (titrated, usually from 59.4 µM), without a hit: at the highest dose activity, negative = IMPase inhibition, most hits filed as inhibitors | 210,000 compounds, 0.35% hits;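 also: IP1 builds up when IMPase is blocked and the TR-FRET signal falls; plate controls were basal vehicle for no effect and high inhibitor control for full effect; nearly all actives have a fitted effect of over 50% in size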
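Readout is a homogeneous TR-FRET IP1 immunoassay (Ex 320, Em 665 and 620), where raised cytosolic IP1 lowers signal. Cells were CHO-M1 treated 30 min at 37C with test compounds plus a little lithium; AC50 values came from Hill-equation fitting.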
Numbers without * were called inactive; ? = inconclusive; . = not tested or not shown; & = joins results of further samples; [ ] = remark or other dose. Unless noted, calls follow the shape of the dose curve; as a rule, active = well fitted curve in the direction sought with a large enough effect; inconclusive = small, poorly fitted or top-dose-only effect, or another doubt; inactive = no such curve, though single readings can be large; an effect the other way counts as inactive or inconclusive. Potency is read from the fitted curve at half-maximal effect.

SMILES	GAA inh	GAA spleen mod	GoLoco inh red	GAA glycogen	HttQ103 aggreg	HTT cytoprotect	IMPase Li cell
CCCS(=O)(=O)N1CCC(C(=O)NCCc2ccc(C)cc2)CC1	-1%	3%	3%	5%	1%	3%[10 µM]	-1%
CNc1ccccc1C(=O)OCC(=O)c1ccc(F)cc1	4%	0%	-3%	-8%	3%	10%	2%
S=c1[nH]nc(-c2ccccc2Cl)n1CC1CCCO1 (configuration not stated)	-5%	0%	-10%	-6%	23%	8%	27%[38.3 µM]
C#CCOCCOCCOCCNc1nc(N2CCN(C(=O)[C@H](Cc3ccc(O)cc3)n3cc([C@@H](N)C(C)CC)nn3)CC2)nc(N2CCN(C(=O)[C@H](CCCCN)n3cc([C@@H](N)CO)nn3)CC2)n1 (some centres not stated)	.	4%	11%	-7%	-5%[9.22 µM]	13%[10 µM]	-2%
O=C(CCN1C(=O)c2ccccc2C1=O)Nc1ccc(F)cc1F	3%	3%	9%	-5%	14%	-16%[0.074 µM]	9%[38.3 µM]
CCOc1ccccc1C1C2C(=O)N(c3ccccc3)C(=O)C2ON1c1ccccc1 (configuration not stated)	-8%	-7%	-7%	-8%	0%	-3%	18%[38.3 µM]
CC(=O)c1ccc(NC2=C(N3CCOCC3)C(=O)c3ccccc3C2=O)cc1	-5%	-1%	-5%	?	-3%	-47%[inhibitor]	32%[activator][38.3 µM]
Cc1ccc(-c2ccc(C)c(N)c2C)c(C)c1N	0%	4%	5%	-13%	-7%	14%	-8%
CC(C)Oc1cccc(C(=O)Nc2ccc(NC(=O)c3ccco3)cc2)c1	-1%	-5%	22%	4%	8%	-27%	-9%[38.3 µM]
CCN(CC)CCCC(C)n1c(-c2ccccc2)nc2c(N(CCOC)CCOC)nc(C)nc21 (configuration not stated)	.	-3%	1%	.	.	-78%[inhibitor]	29%
COc1ccc(N(CC(=O)NCCSC2CCCCC2)S(C)(=O)=O)c(OC)c1	-1%	3%	-17%	9%	?	19%	68%[activator][38.3 µM]
C=CC1CN(CC(=O)OC)S(=O)(=O)c2ccccc21 (configuration not stated)	.	2%&1%	-3%	3%	7%[9.22 µM]	21%[10 µM]	.
Cc1ccc(S(=O)(=O)N(Cc2ccc(F)cc2)Cc2ccco2)cc1	-10%	-22%	-2%	0%	?	-10%[0.074 µM]	20%[38.3 µM]
O=C(c1cccs1)N1CCN(C(=O)C(c2ccccc2)c2ccccc2)CC1	-6%	-25%	-8%	4%	-1%	5%	-2%[38.3 µM]
O=C(/C=C/c1cccc(F)c1)N1CCN(c2ccccn2)CC1	.	1%	5%	-3%	3%[9.22 µM]	-3%[10 µM]	.
CC(=O)c1cc(NC(=O)c2ccc(C)cc2)c(=O)oc1C	-4%	-17%	-14%	?	?	-113%[inhibitor]	7%
Cc1cccc(C)c1NC(=O)C(=O)NCCOc1ccc(Cl)cc1	-7%	-7%	1%	-8%	-4%	-5%	-3%[38.3 µM]
CCC(=O)Nc1ccc(N2CCN(Cc3ccccc3)CC2)cc1	-7%	5%	-6%	0%	4%	-12%	5%[38.3 µM]
O=C(CSc1nc2ccccc2c(=O)n1-c1ccc(F)cc1)Nc1ccc(N2CCOCC2)cc1	7%	-4%	-2%	0%	?	9%[10 µM]	2%
COc1ccc(NC(=O)c2ccccc2S(=O)c2ccccc2C#N)cc1 (configuration not stated)	1%	4%	2%	6%	27%	-6%	4%
CC1CCN(c2ccc(NC(=O)c3ccccc3[N+](=O)[O-])cc2)CC1	5%	3%	36%[activator]	-2%	-4%	17%[10 µM]	8%
CCOC(=O)CC1C(=O)NCCN1S(=O)(=O)c1ccc(Br)cc1 (configuration not stated)	-5%	-13%	3%	-11%	4%	1%	6%
COc1ccc(C2CC(c3ccccc3)=NN2c2ccc(Cl)c(C(=O)O)c2)cc1 (configuration not stated)	?	19%	4%	?	-17%	-16%	-28%
COC(=O)[C@H](CCSC)NC(=O)Nc1ccc(C(C)C)cc1	-1%	2%	1%	-10%	11%	-11%[0.074 µM]	7%[38.3 µM]
Cc1cccc(-n2c(N)cc(=O)nc2SC(C)C(=O)NC2CCCCC2)c1 (configuration not stated)	3%	-8%	-2%	-1%	-8%	-3%	13%[38.3 µM]
C#Cc1cccc(Nc2ncnc3cc(OCCOC)c(OCCOC)cc23)c1	.	.	-7%	.	-6%	-105%[inhibitor]	.
COc1ccccc1/C=N/NC(=O)c1ccc(NC(=O)c2ccccc2Br)cc1	0%	-7%	3%	8%	-7%	.	5%
CCOC(=O)c1cc2occc2n1CCCN1C(=O)c2ccccc2C1=O	-4%	-5%	-10%	-8%	2%	-11%	14%[38.3 µM]
Cc1ccsc1/C=C/C1=Cc2c(sc(NC(=O)CSc3n[nH]c(N)n3)c2C#N)C(C)(C)C1	-12%	-7%	236%[activator]	-6%	12%[9.22 µM]	33%	-7%[38.3 µM]
CC(=O)c1cnn(-c2cc(Oc3ccc(F)cc3)ncn2)c1C	-7%	-4%	7%	4%	-14%[9.22 µM]	0%	-1%[38.3 µM]
O=C(CSc1nc2c(c(=O)[nH]1)CN(Cc1ccc(F)cc1)CC2)Nc1ccc(F)cc1	-10%	-5%	1%	-6%	?	13%[10 µM]	-6%
CCCCC(=O)NC(N1CCCCC1)C(Cl)(Cl)Cl (configuration not stated)	10%	0%	9%	1%	2%	9%	16%[38.3 µM]
C=C(C)c1cccc(C(C)(C)NC(=O)Nc2ccc(OC)cc2)c1	2%	3%	-5%	25%	-6%	.	-1%
O=C(Nc1ccc(N2CCCC2)cc1)c1ccc2ccccc2c1	2%	9%	-4%	8%	27%	26%[10 µM]	-4%
COc1nc2c(C)cccc2cc1-c1noc(-c2ccco2)n1	1%	-7%	85%[activator]	1%	5%	-20%[0.074 µM]	-58%[38.3 µM]
O=S(=O)(Nc1ccccc1O)c1ccc(-c2ccccc2)cc1	3%	7%	-9%	?	?	-31%[inhibitor]	11%
O=C(O)CSc1c2c(nc3cc(C(=O)NCCN4CCOCC4)ccc13)CCC2	.	6%	-16%	-3%	-6%[9.22 µM]	-6%[10 µM]	.
CC(C)Nc1nc(SC(C)C(=O)Nc2ccccc2)nc(N(C)C)n1 (configuration not stated)	-6%	-4%	4%	-7%	-24%	-1%	27%
COc1ccc(C(=O)CSc2nnc(-c3ccco3)o2)cc1	3%	4%	15%	-2%	.	.	3%
CCN(CC)CCP(=O)(c1ccccc1)c1ccccc1	0%	-8%	-4%	0%	16%	-9%	33%[activator][38.3 µM]
N#Cc1c(/N=C/c2cc3ccccc3s2)sc2c1CCC2	-7%	0%	-3%	-14%	-8%	-30%[10 µM]	2%
CCN(Cc1ccccc1)C(c1ccc(Cl)cc1)c1nnnn1C(C)(C)C (configuration not stated)	-6%	-3%	-2%	-3%	?	12%	16%[38.3 µM]
O=C(CNc1cccc2ccccc12)c1ccc([N+](=O)[O-])cc1	-2%	-9%	-4%	-8%	12%	0%[10 µM]	8%
C=CCn1c(=NC(=O)c2ccc(S(=O)(=O)N3CCCc4ccccc43)cc2)sc2cc(S(N)(=O)=O)ccc21	?	0%	6%	1%	5%	-4%[10 µM]	5%
COc1cc2c(OC)cccc2cc1C(=O)O	-5%	-3%	0%	-7%	5%	-15%	8%[38.3 µM]
CSc1oc(-c2cccs2)nc1S(=O)(=O)c1ccccc1	.	-3%	0%	-7%	-21%[9.22 µM]	-14%[10 µM]	.
CN(C)CCCC1(O)c2ccccc2C=Cc2ccccc21	-8%	-8%	10%	2%	-24%	3%[1.9 µM]	21%
N#C/C(=N/Nc1ccc(OC(F)(F)F)cc1)C(N)=S	-18%	-4%	1%	?	-45%[9.22 µM]	-54%[inhibitor][10 µM]	.
O=C(NNC1=NCCCCC1)Nc1ccc(Cl)cc1	-3%	3%	5%	-16%	-10%[9.22 µM]	6%[10 µM]	.
CCc1ccc(-n2c(=S)sc3c(=O)n(-c4ccccc4OC)c(=S)[nH]c32)cc1	4%	-1%	1%	-30%	24%	8%	-5%
CCc1ccc(NC(=O)CSC2=C(C#N)C(c3ccco3)C3=C(CCCC3=O)N2)cc1 (configuration not stated)	-4%	2%	-2%	-8%	-30%	-9%	11%[38.3 µM]
CSCCC(NC(=O)c1ccoc1C)C(=O)O (configuration not stated)	-3%	0%	7%	8%	5%	12%	23%[38.3 µM]
CCC1CCc2c(sc(NC(=O)C3CC=CCC3C(=O)O)c2C#N)C1 (configuration not stated)	4%	-1%	15%	-7%	-14%	.	-6%
N#Cc1cccc(S(=O)(=O)NCC(=O)OCC(=O)c2ccc[nH]2)c1	-3%	-7%	4%	9%	28%	.	2%
COc1cccc(C2C=C(c3ccc(OC)cc3OC)Nc3nnnn32)c1 (configuration not stated)	2%	-14%	3%	-2%	13%	-37%	-10%[38.3 µM]
CC(=O)Nc1c(I)c(C(=O)N[C@H]2[C@@H](O)[C@H](O)[C@H](CO)O[C@@H]2O)c(I)c(N(C)C(C)=O)c1I	.	-3%[29.1 µM]	12%[21.6 µM]	.	17%[20.6 µM]	4%[40.3 µM]	7%
COc1ccc(NC(=O)N2CCN(c3cccc(C(F)(F)F)c3)CC2)cc1	?	-6%	-3%	-2%	-3%	-2%[0.074 µM]	6%
CC1CCN(S(=O)(=O)c2ccc3ncn(CC(=O)N(C)Cc4ccccc4)c(=O)c3c2)CC1	-5%	1%	1%	-4%	9%	-6%	6%[38.3 µM]
Fc1ccc(N2N=C(c3cccs3)CC2c2ccccc2)cc1 (configuration not stated)	?	?	33%[activator]	-13%	-17%	-13%	10µM*
Cc1cc2cc(CNC(=O)c3cccc([N+](=O)[O-])c3)ccc2n1C	-3%[15.4 µM]	-1%	13%	14%	-2%	.	4%
Clc1cc(Br)ccc1OCCN1CCOCC1	8%	-6%	6%	5%	?	.	-7%
CC(C)n1cc(/C=C(\C#N)S(=O)(=O)c2ccccc2)c2ccccc21	-6%	-6%	85%[activator]	-1%	-23%	-6%	22%[38.3 µM]

Pulled one by one from the entries so far (two):
SMILES	GAA inh	GAA spleen mod	GoLoco inh red	GAA glycogen	HttQ103 aggreg	HTT cytoprotect	IMPase Li cell
COc1cccc(C2C=C(c3ccc(OC)cc3OC)Nc3nnnn32)c1 (configuration not stated)	2%	-14%	3%	-2%	13%	-37%	-10%[38.3 µM]
Cc1cc2cc(CNC(=O)c3cccc([N+](=O)[O-])c3)ccc2n1C	-3%[15.4 µM]	-1%	13%	14%	-2%	.	4%

Not all compounds are listed; rates above refer to the full screens.
